Screening data as filed in PubChem BioAssay.
P. falciparum M1AAP: malaria alanyl aminopeptidase activity blockers – biochemical, fluorogenic H-Leu-NHMec substrate, 1536-well (AID 1445); recombinant M1AAP, H-Leu-NHMec fluorogenic kinetic assay; higher % means a stronger effect; inhibition, % at 30 µM; hits with a dose series show IC50 in µM; 220,000 compounds, 0.42% hits;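 active means primary inhibition above the hit cutoff, then over 50% inhibition at one or more dose response concentrations, cut at about 23% in these data, passing the limit was not always enough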;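 further: plate controls were DMSO full reaction for no effect and no enzyme background for full effect; strong numbers were not always called active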
b-catenin transl: beta-catenin nuclear translocation modulation | AID 1665 | HeLa beta-catenin nuclear translocation, immunofluorescence imaging | 190,000 compounds, 0.3% hits | nuclear translocation activity, % at 5 µM;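 active means nuclear translocation activity above 50% at 5 µM, with a well cell count of 50 or more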;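 further: per-cell ratio of nuclear to cytoplasmic median beta-catenin stain intensity; plate controls were DMSO negative control for no effect and GSK-3 inhibitor IX positive control for full effect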
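System: HeLa cells, endogenous beta-catenin; compound dosing: 5 µM primary single dose, 0.1% DMSO, 0.02–20 µM confirmation series; incubation: 24 h compound exposure at 37°C, 5% CO2; signal: beta-catenin immunofluorescence imaging with DAPI; evaluation: % activation, nuclear-to-cytoplasmic median beta-catenin signal ratio per cell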
Autophagy mod: alters autophagy in cells; 190,000 compounds, 0.98% hits; AID 463193; calls only at 10 µM (by protocol); MEF GFP-LC3 puncta imaging; test concentration mostly 10 µM;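 active means percentage of spot-positive cells more than 3 SD above its plate mean, without a fluorescence outlier flag or 80% toxicity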;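 further: spot-positive cell cutoff set from DMSO-treated cells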
MT stabilize HCS: stabilizes microtubules in HeLa cells; HeLa tubulin immunostaining HCS, 24 h; share of cells brighter than vehicle mean+2SD; % tubulin-high responders, % at 10 µM; 200,000 compounds, 0.83% hits;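 active means plate Z-score above 3 for both tubulin-high and condensed-nucleus cell shares, with cell loss under 80%, at 10 µM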;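 further: anti alpha tubulin signal scored within the nucleus-defined area of each cell; some results filed as inactive read as strong as hits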
Insulin prom up: MIN6 insulin promoter up-regulation; MIN6 insulin promoter-GFP reporter, high-content imaging; active compounds read high; z-score at 5 µM; 190,000 compounds, 0.3% hits;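 active means z-score above 3 at 5 µM with at least 500 cells counted in the well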
CSM14.1 death rescue: protection against thapsigargin-triggered cell killing – 384-well, CSM14.1, ATP luminescence, primary screen (AID 1222); CSM14.1 thapsigargin-induced death rescue, ATP luminescence; higher % means a stronger effect; one-dose cellular ATP content (survival), % at 20 µM; EC50 in µM for titrated hits; 190,000 tested, under 10 active;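 active means EC50 below 50 µM in the dose-response confirmation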;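 further: death triggered by thapsigargin at about 15 µM added after 2 h compound pretreatment; cell ATP read after overnight thapsigargin exposure of roughly 18 to 22 hours; normalized against plate controls of thapsigargin alone and 5% DMSO vehicle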
Dynein cargo inh: blocks dynein driven cargo transport along microtubules; 3617.4 mouse cells, GR-EGFP nuclear translocation imaging; test concentration mostly 20 µM; stimulated with dexamethasone, 1 µM; active compounds read low; z-score, hits read low; 220,000 compounds, 0.47% hits; AID 1381;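 active means plate z-score of nuclear minus cytoplasmic receptor signal below a set negative limit, without overly bright fluorescence or cell loss, cut at about -3.5 in these data, passing the limit was not always enough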;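 further: z-score of nuclear minus cytoplasmic ring GR-EGFP intensity difference per well; some compounds called inactive have numbers as strong as hits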
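Buffer or medium: tet-free, stripped-serum medium; Also added: dexamethasone, 1.0 µM final; Technique: high-content fluorescence imaging after fixation; Times: 48 h induction, 1 h compound, 30 min dex at 37 °C; Read-out: per-cell GR-EGFP intensity, nucleus versus surrounding cytoplasmic ring, well-averaged.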
M17LAP inhibition: P. falciparum M17LAP inhibitors, primary screen, biochemical, fluorogenic H-Leu-NHMec substrate, 1536-well (AID 1619); recombinant M17LAP, H-Leu-NHMec fluorogenic kinetic assay; higher % means a stronger effect; one-dose inhibition, % at 30 µM; IC50 in µM for titrated hits; 220,000 compounds, 0.38% hits;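 active means compound inhibiting the enzyme by more than half at any dose during confirmatory dose-response retesting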;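 further: plate controls were full reaction with DMSO carrier for no effect and no enzyme background for full effect; strong numbers were not always called active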
K1F lysis inhibition: protection from phage-mediated lysis, alamar blue read-out – E. coli UTI89, K1F phage, bacterial capsule biogenesis inhibitors (AID 488966); E. coli UTI89 K1F phage lysis, alamar blue, 2 h; higher % means a stronger effect; inhibition, % at 100 µM; hits with a dose series show IC50 in µM; 340,000 compounds, 0.02% hits;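 active means phage lysis inhibition, versus mean bacterial control, above a set limit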;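 further: capsule biogenesis inhibitors block K1F phage lysis so surviving cells raise fluorescence; higher fluorescence means more inhibition of phage lysis; actives were called in the ten point dose series up to 300 µM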
Dynein cargo inh cytoplasmic EGFP: second read-out of Dynein cargo inh, no call of its own (marks repeat the call); z-score; measured here: cytoplasmic GR-EGFP intensity; active compounds read high
Dynein cargo inh nuclear GR-EGFP: also measured in Dynein cargo inh; calls as there; z-score; measured here: nuclear GR-EGFP intensity;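 lower value marks the stronger effect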
Dynein cargo inh cell count: also measured in Dynein cargo inh; calls as there; z-score; measured here: cell count per field
Insulin prom up cell count: further read-out of Insulin prom up, marked with its call; cell count; measured here: cytotoxicity, nuclei count;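 total cells summed across four imaged fields per well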
b-catenin transl cell count 5 µM: further read-out of b-catenin transl, marked with its call; cell count; measured here: cell count, cytotoxicity flag
MT stabilize HCS Hoechst-high %: further read-out of MT stabilize HCS, marked with its call; % Hoechst-high responders; measured here: nuclear condensation Hoechst responders;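 share of cells brighter than vehicle mean plus two SD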
MT stabilize HCS cytotoxicity %: recorded beside MT stabilize HCS, whose call it bears; toxicity, %; measured here: cytotoxicity by cell density;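 0% = mean cell density of plate MIN control wells and 100% = no cells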
Autophagy mod cell loss 18 h: further read-out of Autophagy mod, marked with its call; toxicity, %; measured here: cell loss, nuclei count;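 cell loss after 18 h compound exposure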
Numbers without * were called inactive; [ ] = another dose, or the depositor's remark. No enrichment for hits. About 2.9% of those tested had a hit in this group.

Cn1nc(CC(=O)Nc2ccc3c(c2)CCC3)c2ccccc2c1=O was read as P. falciparum M1AAP -5%, b-catenin transl -2.7, Autophagy mod inactive, MT stabilize HCS 1.2, CSM14.1 death rescue 0.3%, Dynein cargo inh -0.069, M17LAP inhibition -6%, K1F lysis inhibition 6.1%, Dynein cargo inh cytoplasmic EGFP -0.19, Dynein cargo inh nuclear GR-EGFP 0.25, Dynein cargo inh cell count 1.1, b-catenin transl cell count 5 µM 961, MT stabilize HCS Hoechst-high % 1.8, MT stabilize HCS cytotoxicity % 0.2 and Autophagy mod cell loss 18 h 18.
C=CCNC(=O)c1ccc2c3n(nc2c1)-c1ccccc1CO3 was read as P. falciparum M1AAP 7%, b-catenin transl -0.4, Insulin prom up 0.2, Dynein cargo inh 2, M17LAP inhibition -2%, K1F lysis inhibition 0.2%, Dynein cargo inh cytoplasmic EGFP -0.76, Dynein cargo inh nuclear GR-EGFP 1.1, Dynein cargo inh cell count -0.79, Insulin prom up cell count 758 and b-catenin transl cell count 5 µM 1122.
For Cc1ccc(C)c(C(=O)CN2C(=O)CCC2=O)c1 the results were P. falciparum M1AAP 5%, b-catenin transl -3.6, Autophagy mod inactive, MT stabilize HCS 2.1, Insulin prom up 0.22, Dynein cargo inh 0.54, M17LAP inhibition 0%, K1F lysis inhibition 1.5%, Dynein cargo inh cytoplasmic EGFP 0.63, Dynein cargo inh nuclear GR-EGFP 0.41, Dynein cargo inh cell count -0.025, Insulin prom up cell count 1292, b-catenin transl cell count 5 µM 981, MT stabilize HCS Hoechst-high % 1.3, MT stabilize HCS cytotoxicity % 10 and Autophagy mod cell loss 18 h 4.
`CC(C)OC(=O)C1=C(N)N2C(=O)CSC2=C(C(=O)OC(C)C)C1` gave P. falciparum M1AAP 13%, b-catenin transl -1.9, Autophagy mod inactive, MT stabilize HCS 2.8, Insulin prom up 0.3, CSM14.1 death rescue -1.4%, Dynein cargo inh 0.26, M17LAP inhibition 17%, K1F lysis inhibition -0.9%, Dynein cargo inh cytoplasmic EGFP -0.23, Dynein cargo inh nuclear GR-EGFP -0.82, Dynein cargo inh cell count -0.011, Insulin prom up cell count 1563, b-catenin transl cell count 5 µM 1423, MT stabilize HCS Hoechst-high % 1.1, MT stabilize HCS cytotoxicity % 2.4 and Autophagy mod cell loss 18 h -4.
For Cc1cc(C)c(NC(=O)C2c3ccccc3Oc3ccccc32)c(C)c1 the results were P. falciparum M1AAP 4%, b-catenin transl -1.3, Autophagy mod inactive, MT stabilize HCS 8.7, Insulin prom up 0.88, CSM14.1 death rescue -1.5%, Dynein cargo inh -0.2, M17LAP inhibition -2%, K1F lysis inhibition 1.9%[50 µM], Dynein cargo inh cytoplasmic EGFP -0.26, Dynein cargo inh nuclear GR-EGFP 0.27, Dynein cargo inh cell count 0.13, Insulin prom up cell count 1479, b-catenin transl cell count 5 µM 1055, MT stabilize HCS Hoechst-high % 2.4, MT stabilize HCS cytotoxicity % 8.2 and Autophagy mod cell loss 18 h -5.
Screening CCCn1c(=O)[nH]c(=O)c2c1nc(-c1ccccc1OC(F)F)n2CCOC returned P. falciparum M1AAP 2%, b-catenin transl -7.0, Autophagy mod inactive, MT stabilize HCS 3.2, Insulin prom up -0.37, CSM14.1 death rescue -0.9%, Dynein cargo inh 0.49, M17LAP inhibition 8%, K1F lysis inhibition 1.8%, Dynein cargo inh cytoplasmic EGFP -0.27, Dynein cargo inh nuclear GR-EGFP 0.41, Dynein cargo inh cell count -0.11, Insulin prom up cell count 1363, b-catenin transl cell count 5 µM 970, MT stabilize HCS Hoechst-high % 2.0, MT stabilize HCS cytotoxicity % 1.7 and Autophagy mod cell loss 18 h 17.
Screening Cc1cc(C)n2[nH]c(=O)c(N=Nc3ccccc3)c2n1 returned P. falciparum M1AAP 10%, b-catenin transl -1.8, Autophagy mod inactive, MT stabilize HCS 2.1, Insulin prom up 1.1, CSM14.1 death rescue -3.4%, Dynein cargo inh -1, M17LAP inhibition 45%, K1F lysis inhibition -0.1%, Dynein cargo inh cytoplasmic EGFP 1.4, Dynein cargo inh nuclear GR-EGFP 0.076, Dynein cargo inh cell count 0.67, Insulin prom up cell count 847, b-catenin transl cell count 5 µM 1132, MT stabilize HCS Hoechst-high % 1.4, MT stabilize HCS cytotoxicity % 4.2 and Autophagy mod cell loss 18 h -10.
For CCCN1Cc2cccc(C(=O)N3CCN(c4ccc(F)cc4)CC3)c2C1=O the results were P. falciparum M1AAP 5%, Autophagy mod inactive, MT stabilize HCS 2.2, Insulin prom up -0.14, CSM14.1 death rescue 0.0%, Dynein cargo inh -0.61, M17LAP inhibition 5%, K1F lysis inhibition 0.3%, Dynein cargo inh cytoplasmic EGFP -0.012, Dynein cargo inh nuclear GR-EGFP -0.41, Dynein cargo inh cell count 0.5, Insulin prom up cell count 682, MT stabilize HCS Hoechst-high % 1.3, MT stabilize HCS cytotoxicity % 11 and Autophagy mod cell loss 18 h 1.
Screening CCOc1ccccc1CN1C(=O)NC(C)(c2ccccc2)C1=O (stereo unspecified) returned P. falciparum M1AAP 1%, b-catenin transl 2.0, Autophagy mod inactive, MT stabilize HCS 2.4, Insulin prom up -1.4, CSM14.1 death rescue -1.1%, Dynein cargo inh 0.63, M17LAP inhibition -8%, K1F lysis inhibition -0.7%, Dynein cargo inh cytoplasmic EGFP -0.49, Dynein cargo inh nuclear GR-EGFP 0.11, Dynein cargo inh cell count 0.15, Insulin prom up cell count 1290, b-catenin transl cell count 5 µM 1162, MT stabilize HCS Hoechst-high % 1.6, MT stabilize HCS cytotoxicity % 6.6 and Autophagy mod cell loss 18 h 5.
CCC(C)C(NC(=O)OC(C)(C)C)C(=O)NC(Cc1ccccc1)C(=O)OC (stereo unspecified) was read as P. falciparum M1AAP 1%, b-catenin transl 1.4, Autophagy mod inactive, MT stabilize HCS 1.5, Insulin prom up 0.07, CSM14.1 death rescue -2.4%, Dynein cargo inh 0.21, M17LAP inhibition -2%, K1F lysis inhibition 4.7%, Dynein cargo inh cytoplasmic EGFP -0.21, Dynein cargo inh nuclear GR-EGFP 0.74, Dynein cargo inh cell count 0.24, Insulin prom up cell count 1550, b-catenin transl cell count 5 µM 1397, MT stabilize HCS Hoechst-high % 1.4, MT stabilize HCS cytotoxicity % 7.4 and Autophagy mod cell loss 18 h 42.
`O=C(CSc1nccc(=O)[nH]1)NN(c1ccccc1)c1ccccc1` gave P. falciparum M1AAP 4%, b-catenin transl -3.1, Autophagy mod inactive, MT stabilize HCS 1.7, Insulin prom up 1.6, CSM14.1 death rescue -1.4%, Dynein cargo inh -0.28, M17LAP inhibition 3%, K1F lysis inhibition -1.7%, Dynein cargo inh cytoplasmic EGFP -0.3, Dynein cargo inh nuclear GR-EGFP 0.067, Dynein cargo inh cell count -0.13, Insulin prom up cell count 1599, b-catenin transl cell count 5 µM 890, MT stabilize HCS Hoechst-high % 0.8, MT stabilize HCS cytotoxicity % 1.9 and Autophagy mod cell loss 18 h -9.
Screening COc1ccc(/C=N/N2CCOCC2)cc1Cn1nc(C)c([N+](=O)[O-])c1C returned P. falciparum M1AAP 1%, b-catenin transl -0.8, Insulin prom up -0.14, Dynein cargo inh -0.15, M17LAP inhibition -6%, K1F lysis inhibition 0.3%, Dynein cargo inh cytoplasmic EGFP -0.23, Dynein cargo inh nuclear GR-EGFP -0.34, Dynein cargo inh cell count 0.13, Insulin prom up cell count 1402 and b-catenin transl cell count 5 µM 1322.
Screening NC1=NC(=O)CC(C(=O)NCc2ccccc2)S1 (stereo unspecified) returned P. falciparum M1AAP -2%, b-catenin transl -1.5, Autophagy mod inactive, MT stabilize HCS 3.3, Insulin prom up -0.28, CSM14.1 death rescue 1.2%, Dynein cargo inh -1.1, M17LAP inhibition 3%, K1F lysis inhibition -0.6%, Dynein cargo inh cytoplasmic EGFP -0.23, Dynein cargo inh nuclear GR-EGFP -0.59, Dynein cargo inh cell count 1.4, Insulin prom up cell count 1248, b-catenin transl cell count 5 µM 1188, MT stabilize HCS Hoechst-high % 2.4, MT stabilize HCS cytotoxicity % 6.7 and Autophagy mod cell loss 18 h -8.
For CC(=O)OCC(=O)[C@H]1CC[C@H]2[C@@H]3CCC4=CC(=O)CC[C@]4(C)[C@H]3CC[C@]12C the results were P. falciparum M1AAP 5%, Autophagy mod inactive, MT stabilize HCS 3.1, CSM14.1 death rescue -2.1%, Dynein cargo inh -0.62, M17LAP inhibition -3%, K1F lysis inhibition 4.4%, Dynein cargo inh cytoplasmic EGFP -0.31, Dynein cargo inh nuclear GR-EGFP 0.2, Dynein cargo inh cell count 1, MT stabilize HCS Hoechst-high % 1.5, MT stabilize HCS cytotoxicity % 12 and Autophagy mod cell loss 18 h 10.
COc1ccc([N+](=O)[O-])cc1NC(=O)C(C)c1ccccc1 (stereo unspecified) was read as P. falciparum M1AAP 9%, b-catenin transl 5.2, Autophagy mod inactive, MT stabilize HCS 2.1, Insulin prom up 0.45, CSM14.1 death rescue 0.6%, Dynein cargo inh -0.11, M17LAP inhibition -16%, K1F lysis inhibition 0.1%, Dynein cargo inh cytoplasmic EGFP -0.27, Dynein cargo inh nuclear GR-EGFP -0.19, Dynein cargo inh cell count -0.25, Insulin prom up cell count 1375, b-catenin transl cell count 5 µM 900, MT stabilize HCS Hoechst-high % 3.7, MT stabilize HCS cytotoxicity % 9.3 and Autophagy mod cell loss 18 h -2.
